# PTHR1 agonist: qHTS for PTHR1 Agonists: Primary Screen; 410,000 tested, 0.075% active; Potency, µM (doses to about 115 µM), for inactives: at the top dose activation, most hits filed as activators; HEK293 GP2 PTHR1 cells, GloSensor cAMP luminescence, 1 h; further: potency means the concentration at half of the fitted maximal effect; nearly all actives have a fitted effect of over 55% in size; some results filed as inactive show a strong effect at the top dose; inactives centre near -15; many of its hits are not listed in these tables
# Target sequence (Q03431 whole entry, looked up): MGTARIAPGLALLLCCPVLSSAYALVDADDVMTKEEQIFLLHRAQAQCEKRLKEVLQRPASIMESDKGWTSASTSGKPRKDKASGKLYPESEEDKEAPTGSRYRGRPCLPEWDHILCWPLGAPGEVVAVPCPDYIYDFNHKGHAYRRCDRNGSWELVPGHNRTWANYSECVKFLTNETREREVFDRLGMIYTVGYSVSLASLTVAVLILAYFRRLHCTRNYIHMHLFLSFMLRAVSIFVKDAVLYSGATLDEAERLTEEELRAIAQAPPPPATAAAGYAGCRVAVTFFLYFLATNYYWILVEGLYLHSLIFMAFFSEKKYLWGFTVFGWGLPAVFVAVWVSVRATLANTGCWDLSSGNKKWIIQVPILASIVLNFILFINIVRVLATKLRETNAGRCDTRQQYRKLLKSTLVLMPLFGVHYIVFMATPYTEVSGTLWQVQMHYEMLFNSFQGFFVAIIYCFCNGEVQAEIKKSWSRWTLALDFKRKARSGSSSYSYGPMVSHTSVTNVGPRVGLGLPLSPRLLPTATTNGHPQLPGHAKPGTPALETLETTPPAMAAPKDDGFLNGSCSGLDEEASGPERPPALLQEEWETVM
#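 HEK-293-derived GP2 cells expressing PTHR1 and a GloSensor cAMP reporter, 3,000/well, plated overnight, given luciferin plus IBMX (each 0.5 mM as added) for 1 h at 37 °C, then compound for 1 h at 37 °C. Luminescence was read after 15 min at room temperature.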
# Akt phos inh: HTS Assay for Inhibitors of Akt Phophorylation: Primary Screen; 360,000 tested, 0.32% active; Neuro2A IGF-stimulated pAkt S473 HTRF, 20 min; active compounds read low; activity change, % for hits at 50 µM; in the data active means activity change below about -80%; inconclusive means mostly about -51% to -80%; further: on the % scale 0 is the no-effect control and ±100 the full control effect
#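 Neuro2A cells in DMEM with 0.5% FBS, overnight at 37 deg C, given compound at single 50 µM final, then IGF (6 nM final) for 20 min at 37 deg C. Lysed; phospho-Akt Ser473 by HTRF after 24 h, 665/615 ratio.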
# Abeta yeast res: qHTS for compounds that reverse cellular toxicity of Amyloid beta (A-beta) peptide in yeast: Primary Screen | yeast expressing A-beta42, growth rescue, OD600, 48 h; response scale: 0% DMSO, 100% iron-clioquinol control | Potency, µM (titrated, usually from 46.1 µM), for inactives: top-dose growth rescue, most hits filed as activators | 410,000 tested, 0.063% active; further: potency means the concentration at half of the fitted maximal effect; nearly all actives have a fitted effect of over 55% in size
#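 Growth rescue measured by 600 nm absorbance after 48 h yeast culture at 30 C with compound. Values normalized between DMSO and an equimolar ferric chloride plus clioquinol control.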
# GLP-1R inv ag: qHTS of GLP-1 Receptor Inverse Agonists (Inhibition Mode); Glucagon-like peptide 1 receptor (Homo sapiens), P43220; HEK293 GLP-1R CRE-luciferase, luminescence, 24 h; GLP-1R form is constitutively active; Potency, µM (highest dose often 38.3 µM), for the others: at the top dose activity change, negative = inhibition, hits mostly inhibitors; 410,000 tested, 1.6% active; AID 624417, 2012; further: potency means the concentration at half of the fitted maximal effect; on the % scale 0 is the no-effect control and ±100 the full control effect; nearly all actives have a fitted effect of over 55% in size
# Target sequence (P43220 whole entry, looked up): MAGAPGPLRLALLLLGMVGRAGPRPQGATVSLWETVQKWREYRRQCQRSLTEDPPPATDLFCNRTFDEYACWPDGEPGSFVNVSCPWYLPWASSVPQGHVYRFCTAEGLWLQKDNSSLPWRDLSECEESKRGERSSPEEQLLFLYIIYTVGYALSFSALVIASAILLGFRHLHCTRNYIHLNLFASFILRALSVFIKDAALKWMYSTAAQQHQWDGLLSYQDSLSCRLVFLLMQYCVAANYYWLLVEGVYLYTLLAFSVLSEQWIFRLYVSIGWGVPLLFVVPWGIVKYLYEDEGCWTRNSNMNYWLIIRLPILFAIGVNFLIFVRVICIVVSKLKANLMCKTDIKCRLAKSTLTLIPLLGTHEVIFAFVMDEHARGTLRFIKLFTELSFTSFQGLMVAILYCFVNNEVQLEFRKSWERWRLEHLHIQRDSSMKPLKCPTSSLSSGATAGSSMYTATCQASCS
#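 Constitutively active GLP-1R drives a cAMP-responsive luciferase in stably transfected HEK293 cells; test compounds are added after overnight (12 h) attachment and left 24 hr, and signal loss in luminescence marks inhibition.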
# aSyn rescue: qHTS of alpha-syn Inhibitors; Yeast expressing alpha-synuclein, growth rescue, BacTiter-Glo, 24 h; Potency, µM (doses to about 46.1 µM), for the others: top-dose growth rescue (activation), hits mostly activators; 370,000 tested, 0.14% active; AID 652106, 2013; further: potency means the concentration at half of the fitted maximal effect; % of control where 0% means no effect; nearly all actives have a fitted effect of over 65% in size
#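 Rescue of yeast growth: cells expressing toxic alpha-synuclein, induced in galactose at OD600 0.02, incubated with compound 24 h at 30 C. ATP luminescence quantified growth; inhibitors of toxicity appear as activators.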
# TDP43 rescue: qHTS of TDP-43 Inhibitors; 410,000 tested, 1.8% active; TDP-43 expressing yeast growth rescue, BacTiter-Glo, 24 h; Potency, µM (top dose mostly 46.1 µM), for inactives: top-dose growth rescue (activation), most hits filed as activators; AID 652104, 2013; further: potency means the concentration at half of the fitted maximal effect; % of control where 0% means no effect; nearly all actives have a fitted effect of over 50% in size
#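 Readout is BacTiter-Glo luminescence of cell growth, so inhibitors register as activators. TDP-43-expressing yeast at OD600=0.02 in galactose medium, after raffinose pregrowth to mid-log, were incubated with compound for 24 hr at 30 deg C.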
# GLP-1R agonist: qHTS of GLP-1 Receptor Agonists; Glucagon-like peptide 1 receptor (Homo sapiens), P43220; HEK293 GLP-1R CRE-luciferase, luminescence, 4-6 h; cells express a hypersensitive GLP-1R form; Potency, µM (doses to about 45.6 µM), for inactives: at the highest dose activation, most hits filed as activators; 380,000 tested, 0.007% active; AID 624172, 2012; further: potency means the concentration at half of the fitted maximal effect; % of control where 0% means no effect
# D3 antag: qHTS of D3 Dopamine Receptor Antagonist: qHTS. D3R cells, DiscoveRx beta-arrestin luminescence, antagonist mode; active compounds read low. max response, negative = inhibition, %. 360,000 tested, 2.5% active; in the data active means max response below about -50%; inconclusive means no clear call, values can overlap the other calls; further: on the % scale 0 is the no-effect control and ±100 the full control effect; mostly tested at two doses, the higher about 12 µM
#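 Cells expressing the human receptor were seeded at 1500 cells/well, incubated overnight at 37 degrees C in 5% CO2, then exposed to library compounds with dopamine controls for 90 minutes at 37 degrees C before luminescent detection.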
# FUS yeast rescue: qHTS for Suppressors of FUS Proteinopathy: Primary screen using FUS-linked yeast assay | S. cerevisiae FUS-expressing, growth rescue, OD600, 24 h | Potency, µM (doses to about 76.6 µM), for inactives: top-dose growth rescue (activation), actives largely listed as activators | 390,000 tested, 0.24% active | AID 1347120, 2019;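 further: potency means the concentration at half of the fitted maximal effect; plate controls were DMSO vehicle for no effect and reference control for full effect; nearly all actives have a fitted effect of over 55% in size; some results filed as inactive show a strong effect at the top dose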
#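 Steps: raffinose overnight preculture; dilution to OD 0.005 in 2% galactose minimal medium; compound addition (concentration series); 24hr at 30C, 99% humidity; absorbance read at 600 nm.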
# * = called active by the depositor; i = inactive; ? = inconclusive; . = no result given; [ ] = remark or other dose. Unless noted, the call rests on the fitted dose curve; in most records, active means well fitted curve in the direction sought with a large enough effect; inconclusive means small, poorly fitted or top-dose-only effect, or another doubt; inactive means no such curve, though single readings can be large; an effect the other way counts as inactive or inconclusive. Only part of the results is shown, so the mix of outcomes need not match the whole.
# Every second line gives: PTHR1 agonist	Akt phos inh	Abeta yeast res	GLP-1R inv ag	aSyn rescue	TDP43 rescue	GLP-1R agonist	D3 antag	FUS yeast rescue
O=C(CN1CCCCCC1)Nc1ccc(Cl)cn1
    i	i	-4%	0%	4%	-1%	-1%	-10	-12%
COc1ccc(C)cc1NC(=O)c1cc(S(=O)(=O)N2CCC(C)CC2)cn1C
    i	.	-6%	-2%	.	19%	1%	.	14%
Cc1ccccc1CN1CCc2c(OCC(=O)N3CCCc4ccccc43)cccc2C1=O
    -36%[inhibitor]	i	7%	10µM*	11%	13µM*	-3%	10	25%
O=C(NCc1cccnc1)c1nn(-c2ccc(F)cc2)nc1CO
    -50%[inhibitor]	.	-21%	17%	.	-4%	.	.	-2%
O=C(Cn1ncc2c3ccccc3n(Cc3ccc(F)cc3)c2c1=O)N1CCN(c2ncccn2)CC1
    -9%	i	7%	13µM*	9%	?	0%	-22	?
CC(C)CCNC(=O)c1cc(-c2ccc(Br)s2)nc2ccccc12
    -18%	.	-10%	6%	.	-17%	.	.	35%
COc1ccc2nc3sc(C(=O)NCCN4CCc5ccccc5C4)cc3cc2c1
    -18%	i	-5%	5%	-3%	-7%	25%	-68*	.
CCOc1ccc2c(c1)C(c1ccc(C)cc1)=NNC(c1ccc(OC)cc1)=N2
    -9%[57.5 µM]	i	-7%	?	-31%[inhibitor]	-2%	7%	-17	13%
COc1ccc(N2CCN(C(=O)c3cccnc3SCc3cccc(Br)c3)CC2)cc1
    -19%	i	30%	-7%[7.66 µM]	14%	?	0%	-10	39%
CC1CCN(S(=O)(=O)c2ccc3c(c2)N(CC(=O)N(C)Cc2ccccc2)C(=O)CO3)CC1
    i	.	-13%	?	.	4%	.	.	42%
Cc1cc(-c2ccccc2)n(-c2cc(N/N=C/c3ccccc3O)ncn2)n1
    -28%	i	?	?	10%	?	15%	5	.
CC1(C(=O)NS(=O)(=O)c2ccccc2Cl)CCN1C(=O)C1(c2ccccc2)CC1 (configuration not stated)
    -3%	i	5%	-4%	7%	0%	-7%	12	1%
CCNc1nc(Oc2ccc(C(=O)OC)cc2)nc(N(C)C)n1
    i	i	18%	4%	2%	22%	22%	-22	-12%
Cc1nc(Cl)sc1C(=O)NC(C)c1ccc(Cl)cc1 (configuration not stated)
    -45%[inhibitor]	i	-10%	-3%	-6%	10%	-7%	6	-3%
Cc1nn(CCOc2cccc(Br)c2)c(C)c1[N+](=O)[O-]
    i	i	-4%	-9%	6%	7%	1%	-6	-11%
CC/C(=N\N=C(/CC)c1ccccc1N)c1ccccc1N
    -10%	i	11%	-28%	-1%	-6%	9%	-23	1%
NNS(=O)(=O)c1ccc2c(c1)Cc1cc(S(=O)(=O)NN)ccc1-2
    10%	i	19%	6%	0%	-32%[inhibitor]	0%	-29	?
Cc1nc(C)c(C(=O)Nc2ccc(Oc3ccccc3)cc2)o1
    -2%[57.5 µM]	i	16%	1%	0%	?	-7%	16	20%
CCN(CC)c1ccc(NC(=O)COc2ccccc2C#N)cc1S(=O)(=O)Nc1ccccc1OC
    0%	i	-1%	8%	-21%	-4%	11%	2	33%
Cc1ccc(OCC(=O)Nc2ccc3c(c2)C(=O)N(CCC(=O)O)C3=O)cc1
    8%	i	7%	14%	-2%	22%	-15%	12	.
Cc1ccc(COC[C@H](CC(C)C)N2CCN(C(=O)c3cccc(C(F)(F)F)c3)CCC2=O)cc1
    -50%[inhibitor]	i	8%	?	12%	16µM*	0%	0	4.5µM*
O=C(NC(C(=O)N/N=C/c1c2ccccc2cc2ccccc12)c1n[nH]c(=O)c2ccccc12)c1ccccc1 (configuration not stated)
    i	i	15%	4%	3%	-1%	-10%	-4	?
Cc1ccc(NC(=O)Cn2c(=O)nc(-c3ccccc3)c3ccccc32)cc1F
    -24%	.	-2%	25%	.	0%	.	.	-4%
O=C(CN1CCN(C(=O)c2c(F)cccc2F)CC1)Nc1ccccc1F
    -11%[57.5 µM]	i	-4%	-7%	2%	18%	0%	-14	-13%
COc1cc(C(=O)NCCC(=O)NCCN2CCOCC2)cc(OC)c1OC
    4%[57.5 µM]	i	25%	14%	-7%	-16%	4%	5	1%
CCc1cc2c(SCC(=O)O)ncnc2s1
    -23%[57.5 µM]	i	-3%	0%	11%	-15%	-19%	9	3%
O=C(NCC1(O)CCCCC1)C1CCC(=O)N(CCc2ccccc2)C1 (configuration not stated)
    -20%	i	-6%	15%	-1%	-2%	6%	-3	.
O=C(O)[C@H](Cc1ccccc1)NC(=O)N1CCCCCC1
    i	i	-3%	1%	-5%	1%	-4%	-6	-16%
CC(=O)c1ccc(NC(=O)CN2CCN(S(=O)(=O)c3ccc4c(c3)OCCO4)CC2)cc1
    i	i	2%	-21%	-3%	14%	-4%	-23	-8%
COc1ccc(/C=C/C(=O)CCC(=O)O)cc1
    i	i	-16%	37%[activator]	16%	0%	0%	-2	-2%

# Structures shown so far that have two or more sulfur atoms:
# Every second line gives: PTHR1 agonist	Akt phos inh	Abeta yeast res	GLP-1R inv ag	aSyn rescue	TDP43 rescue	GLP-1R agonist	D3 antag	FUS yeast rescue
NNS(=O)(=O)c1ccc2c(c1)Cc1cc(S(=O)(=O)NN)ccc1-2
    10%	i	19%	6%	0%	-32%[inhibitor]	0%	-29	?
CCc1cc2c(SCC(=O)O)ncnc2s1
    -23%[57.5 µM]	i	-3%	0%	11%	-15%	-19%	9	3%

# Other compounds follow.
compound	PTHR1 agonist	Akt phos inh	Abeta yeast res	GLP-1R inv ag	aSyn rescue	TDP43 rescue	GLP-1R agonist	D3 antag	FUS yeast rescue
CCN(C(=O)Cn1c(SCC(=O)NCc2ccccc2)nc2ccccc21)c1cccc(C)c1	i	.	-1%	?	.	19%	.	.	45%
CCOC(=O)C1CCCN(C(=O)c2nn(-c3ccc(OC)cc3)c(=O)c3c2c2ccccc2n3C)C1 (configuration not stated)	-29%	.	-19%	34%[activator]	.	2%	.	.	-13%
CC(C)c1ccc(NC(=O)Cn2nnc(C(=O)NCCc3ccccc3)c2N)cc1	16%	.	-15%	11%	.	6%	.	.	18%
C/C(=N\NC(=O)C1(C)CC1(Br)Br)c1ccc([N+](=O)[O-])cc1 (configuration not stated)	?	i	-10%	-3%	-2%	-21%	2%	-15	16%
CCSc1nnc(NC(=O)CSc2nnc(CNC(=O)c3ccc(OC)cc3)o2)s1	-4%	i	-5%	42%[activator]	0%	-10%	2%	-12	6%
CCN1CCN(C(=S)NC(=O)/C=C/c2cccs2)CC1	i	i	-10%	-5%	1%	7%	0%	4	-27%
CCCCN(C)C(=O)c1ccc(Nc2nc(C(N)CCc3ccccc3)cs2)nc1 (configuration not stated)	10%	.	-5%	?	-13%	-1%	-4%	-28	?
CCOc1ccc(NC(=O)Cn2cc(C(=O)c3ccc(CC)cc3)c(=O)c3cc4c(cc32)OCO4)cc1	i	.	-7%	6%	.	22%	-1%	.	-20%
COC(=O)C1=C(C)N(C(C)C)C(=O)C1(NC(=O)C1CCCCC1)C(F)(F)F (configuration not stated)	4%[57.5 µM]	i	-9%	1%	1%	-20%	-14%	13	22%
Cc1ccc2ncc(C(=O)N3CCN(c4ccccc4F)CC3)c(=O)n2c1	i	.	-16%	2%	.	21%	.	.	-5%
COc1nnc(-c2ccc(C)c(S(=O)(=O)NCCO)c2)c2ccccc12	16%[57.5 µM]	i	7%	61%[activator]	0%	7%	10%	-4	8%
CCCCOC(=O)c1ccc(NC(=O)COC(=O)C2CC2C)cc1 (configuration not stated)	-42%[inhibitor]	i	?	-10%	2%	?	9%	39	-8%
Cc1cc(C)cc(C(=O)NCC(=O)OCC(=O)N2CCN(S(=O)(=O)c3ccc4ccccc4c3)CC2)c1	i	i	1%	-1%	0%	3%	-4%	6	?
COc1ccc(OC)c(-c2nnc(SCC(=O)N3CCOCC3)o2)c1	-39%[57.5 µM]	i	-3%	25%	0%	1%	4%	-1	-10%
CNC(=O)CCN(Cc1ccco1)S(=O)(=O)c1ccc(OC)c(OC)c1	-32%[inhibitor]	i	1%	29%	-7%	-15%	4%	-13	9%
NC(=O)c1c(C(F)(F)F)cc(-c2ccccc2)nc1NCCO	-2%[57.5 µM]	i	4%	-6%	-10%	7%	7%	11	9%
COc1ccc(S(=O)(=O)NC(=O)C2(C)CCN2C(=O)Cc2cccc3ccccc23)cc1 (configuration not stated)	-9%	i	1%	6%	0%	?	-6%	15	9%
CCN1C[C@@H]2[C@@H]3C(=O)N(C)C(=O)[C@@H]3[C@](CC)(C1=O)N2C(=O)c1ccc(Cl)cc1	i	i	7%	2%	0%	0%	4%	33	-11%

# High-throughput results: PubChem, National Center for Advancing Translational Sciences (NCATS)
